Screening results from PubChem BioAssay.
tim23-1 inh = inhibits growth of tim23-1 mutant yeast. inhibition, % at 20 µM. S. cerevisiae tim23-1 growth, BacTiter-Glo luminescence, 24 h. hit rate 1.3% among 330,000;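 active = growth inhibition of the mutant yeast at or above 50%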;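 also: temperature-sensitive mutant grown at 25 °C; plate controls were DMSO-treated mutant yeast for no effect and medium wells lacking yeast for full effect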
TIM10 inh = growth inhibitors of TIM10 yeast strain; inhibition, % at 10 µM; S. cerevisiae TIM10 strain growth, BacTiter-Glo luminescence, 24 h; hit rate 1.4% among 330,000;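 active = inhibition of 40% or more at the single tested concentration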;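 also: wild-type TIM10 isogenic control strain grown at permissive 25 °C; 0% = DMSO yeast wells and 100% = minimal medium wells without yeast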
CXCR6 inh = blocks human CXCR6 beta-arrestin recruitment; CHO-K1 PathHunter CXCR6 beta-arrestin, luminescence; inhibition, % at 20 µM; O00574; AID 602244; hit rate 0.36% among 360,000; in the data active = inhibition above about 34%, passing the limit was not always enough;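 also: antagonist mode with CXCL16 agonist at 10 nM final; 0% = 10 nM CXCL16 with DMSO and 100% = unstimulated wells without agonist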
Target sequence (O00574 whole entry, looked up): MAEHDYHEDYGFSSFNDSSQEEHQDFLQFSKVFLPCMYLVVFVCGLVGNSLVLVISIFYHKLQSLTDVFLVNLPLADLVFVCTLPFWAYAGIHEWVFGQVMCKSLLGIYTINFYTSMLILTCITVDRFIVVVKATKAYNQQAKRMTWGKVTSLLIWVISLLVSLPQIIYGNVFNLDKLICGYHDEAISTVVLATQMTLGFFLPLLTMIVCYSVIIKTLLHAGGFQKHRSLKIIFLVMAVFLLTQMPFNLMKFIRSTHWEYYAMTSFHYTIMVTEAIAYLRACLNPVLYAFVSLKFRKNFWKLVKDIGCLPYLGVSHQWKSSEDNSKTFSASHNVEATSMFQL
Mdm2-MdmX inh = human Mdm2/MdmX binding inhibition. O15151+Q00987. SaOS-2 split-luciferase Mdm2/MdmX complementation, luminescence. inhibition, % at 8 µM. hit rate 3% among 330,000;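 active = inhibition of at least 50% at 8 µM in the primary screen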
CHOP UPR activ = apoptotic UPR (CHOP) activation. CHO-CHOP luciferase reporter, luminescence; percent of tunicamycin response over DMSO baseline. activation, % at 10 µM. hit rate 0.34% among 330,000. AID 449763;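 active = at 10 µM dose, activation of 40% or more, normalized to positive control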;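 also: 100% = tunicamycin at 10 µg/mL and 0% = DMSO alone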
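Test system: CHO-CHOP cells, stable luciferase reporter of PERK-eIF2a-CHOP signalling | Quantity: 500 CHO-CHOP cells per well | Buffer or medium: F12 plus 10% serum | Compound dosing: 10 µM single point, 0.5% DMSO | Schedule: 6 h compound treatment, 37 °C | Signal: Luciferase luminescence | Control set: Tunicamycin high control, DMSO low control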
APJ antag = antagonists of human APJ apelin receptor; CHO-K1 APJ beta-arrestin complementation, luminescence; inhibition, % at 20 µM; hit rate 0.32% among 330,000; AID 2521;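 active = inhibition above about 40% at 20 µM, limit read from the data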;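 also: cells challenged with 10 nM apelin-13 agonist together with compound; plate controls were apelin-13 plus DMSO wells for no effect and DMSO wells lacking apelin-13 for full effect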
Target sequence (P35414 whole entry, looked up): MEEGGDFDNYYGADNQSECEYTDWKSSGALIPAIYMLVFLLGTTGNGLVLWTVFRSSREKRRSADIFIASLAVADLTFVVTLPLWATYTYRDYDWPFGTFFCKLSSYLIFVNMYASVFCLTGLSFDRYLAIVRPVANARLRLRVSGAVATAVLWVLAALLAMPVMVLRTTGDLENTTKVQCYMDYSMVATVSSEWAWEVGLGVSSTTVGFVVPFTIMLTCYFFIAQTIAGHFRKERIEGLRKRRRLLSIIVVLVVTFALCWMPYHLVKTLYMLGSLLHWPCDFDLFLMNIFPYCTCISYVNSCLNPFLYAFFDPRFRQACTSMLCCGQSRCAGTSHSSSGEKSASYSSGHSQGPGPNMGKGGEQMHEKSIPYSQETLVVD
APJ agonist = agonists of human APJ apelin receptor; P35414; CHO-K1 APJ PathHunter beta-arrestin, luminescence; 0% DMSO wells, 100% apelin; activation, % at 20 µM; hit rate 0.11% among 330,000; AID 2520;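 active = activation more than six SD over the plate average, tested at 20 µM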;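 also: 0% = DMSO alone and 100% = apelin-13 at 10 nM; some results filed as inactive read as strong as hits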
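system = engineered CHO-K1 APJ arrestin reporter cells | input = 1000 cells per well | timing = overnight seeding, 90 min compound at 25 °C, 1 h detection | measured by = enzyme-fragment complementation luminescence | read-out = beta-arrestin recruitment to APJ as agonist activity, luminescent signal | control set = negative DMSO alone, positive Apelin-13 at 10 nM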
tim10-1 inh = tim10-1 yeast growth inhibition; hit rate 2.2% among 330,000; AID 463190; S. cerevisiae tim10-1 ts strain growth, BacTiter-Glo, 24 h; inhibition, % at 20 µM;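 active = inhibition of at least 40%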;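 also: mutant grown at 25 °C; 0% = DMSO wells with yeast and 100% = wells holding no yeast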
XBP1 UPR activ = adaptive UPR (XBP1) activation | CHO-XBP1 luciferase reporter, IRE1-XBP1 UPR activation, luminescence; percent of tunicamycin response, DMSO as zero | activation, % at 20 µM | hit rate 0.33% among 330,000 | AID 463104;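 active = versus positive control, 20 µM dose yields 30% or more activation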;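 also: 100% = tunicamycin at 10 µg/mL and 0% = DMSO only wells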
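Assay system: IRE1-XBP1 luciferase reporter CHO line. Input: 1000 cells/well. Buffer or medium: F12 with 10% serum. Doses: 20 µM, 1% DMSO. Times: overnight seeding at 37 °C, 6 h compound treatment at 37 °C. Technique: Steady-Glo luciferase glow luminescence, 10 min after reagent addition.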
The depositor's hits bear a star.

SMILES	tim23-1 inh	TIM10 inh	CXCR6 inh	Mdm2-MdmX inh	CHOP UPR activ	APJ antag	APJ agonist	tim10-1 inh	XBP1 UPR activ
COC(=O)[C@H]1Cc2c([nH]c3ccccc23)[C@H](c2ccccc2)N1	15.0	-9.1	1.1	14.1	-0.4	14.6	-4.0	22.9	-2.9
O=C(Nc1ccccc1)c1ccc(S(=O)(=O)N2CCC(C(=O)O)CC2)cc1	-4.8	-4.2	11.6	15.9	1.3	4.5	3.2	-3.2	0.0
Nc1c(C(=O)NCCN2CCOCC2)c2nc3ccccc3nc2n1CCc1ccccc1	8.7	20.6	14.2	36.0	-0.9	-7.6	-3.2	32.4	-4.0
c1cc2ccc3ccc(-n4cnnn4)c4ccc(c1)c2c34	12.4	23.6	-9.8	-16.5	-0.5	-12.4	3.8	28.6	6.7
CC(=O)c1c(C)[nH]c(C(=O)O)c1C	-5.9	3.6	-9.9	21.7	-0.2	17.6	-5.2	-1.1	-6.9
Cn1c(=O)c2c(nc(CN3CCC(C(N)=O)CC3)n2Cc2c(F)cccc2Cl)n(C)c1=O	6.5	5.5	2.7	-36.0	-0.9	8.2	1.2	26.8	0.0
Cc1ccc(C(C)(C)NC(=O)C2CCC(=O)N(C3CCCCCC3)C2)cc1 (stereo unspecified)	2.4	-1.3	6.1	-37.4	6.9	-21.8	5.6	2.1	0.8
COC(=O)c1cc2oc3ccccc3c2n1CC(=O)Nc1ccccc1OC	-0.9	1.9	1.4	30.1	-2.5	-9.0	-3.6	-4.9	3.3
CCn1cc(C(=O)NCc2ccc3c(c2)OCO3)c(=O)c2cc(F)c(N3CCN(C(=O)c4ccco4)CC3)cc21	19.8	8.4	-2.3	37.8	6.7	-6.5	7.5	23.5	-0.9
N#Cc1nc(-c2cccs2)oc1NCc1ccccc1	42.3	17.3	-5.4	4.4	-1.1	3.9	-0.5	28.9	-0.3
O=C(CCn1c(=O)c2ccccc2n(Cc2cc(=O)n3ccccc3n2)c1=O)NCc1ccco1	1.1	0.6	-7.1	-7.8	0.3	3.1	1.8	7.0	2.6
CN(CC(=O)NC1CC1)S(=O)(=O)c1ccc(F)cc1	4.2	7.4	-6.4	-4.6	-1.8	1.5	-1.3	-5.1	-1.9
CCn1cc(S(=O)(=O)N2CCCC2)cn1	-2.7	2.2	-2.5	14.6	-1.8	4.1	-2.9	13.2	-2.3
O=C(c1ccc(S(=O)(=O)c2ccc(Cl)cc2)cc1)N1CCOCC1	9.5	0.0	-6.7	-34.0	-0.4	-10.1	-2.3	11.4	-2.6
COC(=O)c1cc(Cl)c(NC(=O)c2ccc(F)cc2)cc1OC	0.9	-8.5	6.5	18.5	0.2	7.1	-2.3	16.6	-1.2
O=C(CC1C(=O)OCN1C(=O)OCc1ccccc1)OCC(=O)c1ccccc1 (stereo unspecified)	4.9	2.9	3.8	-11.0	0.2	-26.0	-0.1	5.2	-2.1
O=C1CCCCC1	-12.0	-0.4	0.9	15.5	0.2	1.7	-3.3	-12.6	-1.5
c1csc(C(c2nnnn2C2CCCC2)N2CCCC3(CCCCC3)C2)c1 (stereo unspecified)	21.4	13.2	14.4	22.7	1.2	18.0	-2.2	35.9	1.0
COC(=O)C(C)Sc1nc2c(c(=O)n1-c1ccccc1)SCC2 (stereo unspecified)	37.4	30.7	-2.7	19.8	1.1	-17.6	6.7	12.3	1.0
O=C(CCCn1c(=S)[nH]c2ccccc2c1=O)N1CCCCC1	25.5	12.3	0.7	-13.7	-1.4	-0.9	-2.7	25.1	2.8
Nc1ncnc2c1ncn2[C@@H]1O[C@H](COP(=O)(O)OP(=O)(O)OP(=O)(O)O)[C@@H](O)[C@H]1O	83.9*	69.8*	4.8	11.2	0.0	-4.1	5.5	84.1*	-8.1
COc1ccc(-c2cc(-c3ccccc3)nc(-c3ccc4c(c3)NC(=O)CO4)c2)cc1	5.6	2.9	-5.6	21.6	5.2	-11.3	-2.9	39.0	13.8
CCOc1ccc(CCNC(=O)c2cccnc2N2CCCC2)cc1OCC	4.7	1.4	2.8	30.7	0.9	58.3*	-2.4	2.4	-4.7
Cc1cc(NC(=O)c2ccc(F)cc2)n(-c2ccccc2)n1	8.0	9.2	-1.2	25.7	0.3	4.2	-1.9	-5.5	-2.3
O=C(Nc1cccc(S(=O)(=O)N2CCCCC2)c1)c1cc([N+](=O)[O-])ccc1N1CCOCC1	-12.3	14.6	10.2	-5.2	1.0	7.3	-4.9	0.3	-4.5
CCCC1(C(=O)O)NC(c2cccc(OC)c2O)C2C(=O)N(c3ccccc3)C(=O)C21 (stereo unspecified)	3.0	7.9	-4.8	14.2	2.1	-5.8	-2.4	7.1	-0.4
O=C(Cc1ccc(Cl)cc1)NCCN1CCCC1	-8.7	-5.2	1.7	-9.1	-0.2	-10.5	0.3	5.4	-2.4
CCN(c1ccc(C(=O)CN2C(=O)NC3(CCOc4ccccc43)C2=O)cc1)S(C)(=O)=O (stereo unspecified)	8.3	0.5	1.9	-26.8	-0.8	24.4	7.4	0.6	-1.5
CC1CCCCN1CCNC(=O)CN1C(=O)COc2ccccc21 (stereo unspecified)	17.0	3.4	-0.1	-19.5	-2.1	15.8	-5.1	-3.0	-2.7
O=C(NC1CCCCCC1)c1ccc(=O)n(Cc2ccccc2)n1	-9.6	-13.2	13.1	12.1	0.7	11.0	0.3	-23.6	-1.9
COc1ccc(S(=O)(=O)N2CCCCC2)cc1NC(=O)CNc1ccc(F)cc1C	-4.3	2.7	16.6	16.4	-0.5	8.2	-5.5	-10.0	-2.8
C/C(=N/Nc1ccnc2cc(Cl)ccc12)c1ccc(N)cc1	20.1	3.4	-12.7	13.7	3.0	-34.4	8.9	18.0	3.7
CSc1ccccc1OCc1cc(C(=O)NCCCn2nc(C)cc2C)no1	30.8	14.8	-2.5	5.8	1.7	20.3	-2.5	31.4	0.0
CCOC(=S)SCC(=O)N1CCc2cc(OC)c(OC)cc2C1C1C(=O)CC(C)(C)CC1=O (stereo unspecified)	7.0	9.6	5.0	-4.3	-1.2	3.5	-3.2	18.3	-1.6
Cc1ccc2nc(SCc3ccc([N+](=O)[O-])cc3)[nH]c2c1	79.2*	55.4*	-0.3	-35.6	2.2	-12.7	0.6	41.8*	-2.5
Nc1c(C(=O)c2ccccc2)sc2snc(SCC(=O)c3ccccc3)c12	27.9	18.3	14.8	-47.4	2.1	17.1	-6.4	62.2*	3.0
O=C1NCCCC1C(=O)Nc1ccccc1C(F)(F)F (stereo unspecified)	12.0	-11.3	10.1	2.8	-1.1	-8.3	0.0	13.3	10.2
Cc1ccsc1C1C(C#N)=C(N)Oc2n[nH]c(C)c21 (stereo unspecified)	-14.7	-13.3	5.0	8.3	0.0	20.3	-2.5	-5.7	-2.7
CN(CCC#N)c1ccc(/C=C(\C#N)c2ccccn2)cc1	13.1	4.9	-1.6	-136.9	-3.0	0.6	0.0	-13.8	-4.2
COc1cc(C)c(Cl)cc1S(=O)(=O)NCCCN1CCOCC1	19.4	10.5	-12.5	25.4	1.7	9.9	-6.2	-14.0	-0.3
CCOC(=O)c1cc(=O)n2nc(-c3ccccc3F)nc2s1	45.8	31.8	-1.9	16.9	0.1	9.7	-5.6	33.9	2.2
CCC(CC)N=C1NS(=O)(=O)c2cc([N+](=O)[O-])ccc21	13.1	3.0	-19.1	-25.8	-0.4	-79.7	-0.7	8.7	0.5
Cc1cc(Br)c(OCc2ccc(C(=O)N/N=C3\CC4CC=CC34)cc2)c(Br)c1 (stereo unspecified)	44.8	42.4*	-3.7	25.7	-0.8	-27.8	7.1	17.4	-4.3
NC(=O)COC(=O)c1ccccc1Oc1ccccc1	5.9	-3.1	1.3	18.4	-2.1	-11.2	-1.4	1.1	-1.7
O=C1CN(S(=O)(=O)c2cc(Br)ccc2Br)CCN1	-8.8	-0.2	-6.0	1.8	-0.3	4.6	-1.7	-8.1	5.2
Cc1ccsc1C(=O)OCC(=O)N(C)c1c(N)n(Cc2ccccc2)c(=O)[nH]c1=O	-2.3	4.0	-3.9	6.6	1.0	6.1	-5.5	4.1	-1.2
COc1cccc(CN(CC(=O)NC2CCCCC2)C(=O)c2csnn2)c1	3.8	19.2	10.1	5.3	1.9	2.1	0.5	1.2	1.8
C=CCCC(=O)N1CCC(CCC(=O)NC2CC2)CC1	6.0	8.5	2.2	5.7	1.1	12.7	-1.3	7.6	-2.4
CCN(CC)CCNC(=O)c1nn(-c2ccc(C)cc2)c(=O)c2c1c1ccccc1n2C	-19.1	29.2	8.1	26.7	0.4	10.5	0.1	17.1	0.9
C=CCn1c(SCc2ccc3nonc3c2)nnc1-c1cccs1	26.5	47.7*	8.9	-16.1	2.0	12.7	-8.2	38.0	0.4
CCOC(=O)N1CCC(NC(=O)CC2C(=O)NCCN2Cc2ccccc2)CC1 (stereo unspecified)	0.4	1.6	-1.3	11.4	0.7	5.2	3.4	10.1	-3.2
O=C(c1ccco1)N1CCN(C(=O)C2CCCN(S(=O)(=O)c3cccc4nsnc34)C2)CC1 (stereo unspecified)	9.3	1.3	-7.4	12.5	-1.3	-20.8	-0.3	12.0	1.6
Cc1ccc2[nH]c3nc(N/N=C/c4cccc(O)c4)nnc3c2c1	1.0	-14.9	6.2	20.1	5.6	-0.1	-0.2	-14.5	-1.7
COc1ccc(S(=O)(=O)N(CCC(=O)O)Cc2ccccc2)cc1	5.9	7.4	-9.8	-4.3	-0.3	-3.7	0.0	4.2	1.3
O=C(Nc1cccc(Cl)c1)C1CCCCC1	66.5*	32.7	-4.8	17.0	0.4	-5.0	0.3	24.7	3.3
Cc1nc2ccccc2nc(C)c1=NOCc1cccc(F)c1	16.0	-36.2	-2.4	17.6	-0.9	-4.5	-1.7	-18.6	-4.1
CCOc1cccc2cc(C(N)=O)c(=N)oc12	27.1	3.2	4.8	-30.0	3.3	-11.9	-2.8	29.3	-0.8
CCOC(=O)c1c(NC(=O)CN2C(=O)C(=O)N(C(C)C)C2=O)sc(C)c1CC	36.3	1.3	6.8	22.1	-1.1	-15.7	-3.5	13.4	-1.5

Reprinted from the listing for reference:
SMILES	tim23-1 inh	TIM10 inh	CXCR6 inh	Mdm2-MdmX inh	CHOP UPR activ	APJ antag	APJ agonist	tim10-1 inh	XBP1 UPR activ
O=C(Nc1cccc(Cl)c1)C1CCCCC1	66.5*	32.7	-4.8	17.0	0.4	-5.0	0.3	24.7	3.3
Cc1nc2ccccc2nc(C)c1=NOCc1cccc(F)c1	16.0	-36.2	-2.4	17.6	-0.9	-4.5	-1.7	-18.6	-4.1
CCOc1cccc2cc(C(N)=O)c(=N)oc12	27.1	3.2	4.8	-30.0	3.3	-11.9	-2.8	29.3	-0.8
CCOC(=O)c1c(NC(=O)CN2C(=O)C(=O)N(C(C)C)C2=O)sc(C)c1CC	36.3	1.3	6.8	22.1	-1.1	-15.7	-3.5	13.4	-1.5

Only part of the results is shown; count on the stated rates, not on these rows.
